Compound activity (PubChem BioAssay)
uPA surface inh: cell surface uPA generation inhibition; cell surface uPA generation assay, qHTS; Potency, µM (highest dose often 38.3 µM), without a hit: at the highest dose activity change, negative = inhibition, actives largely listed as inhibitors; 330,000 tested, 0.31% active; active = well fitted inhibition curve with a large enough effect; inconclusive = small, poorly fitted or top-dose-only effect; inactive = no such curve, though single readings can be large or run the other way; tested in mouse RAW 264.7 cells; note: % is set by controls: 0 for no effect and ±100 for the full control effect; nearly all actives have a fitted effect of over 55% in size
Rab9 prom act: Rab9 promoter activation; Huh7 Rab9 promoter-luciferase reporter, luminescence, 24 h; Potency, µM (highest dose often 9.22 µM), for the others: at the top dose activation, negative = inhibition, actives largely listed as activators; 320,000 tested, 2.8% active; AID 485297; note: % of control where 0% means no effect; nearly all actives have a fitted effect of over 60% in size
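Luminescence from Amplite-detected luciferase (10 minutes, ambient) reports Rab9 promoter activation. Before that, stable Rab9-luciferase Huh7 cells (1500/well, reduced-serum OP-MEM I plus 10% FBS) were exposed to compound for 24 hours at 37C.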
VP16 counter: Gal4-VP16 reporter inhibition counter-screen; Drosophila S2 Gal4-VP16 UAS-luciferase, luminescence, 20 h; Potency, µM (doses to about 53.6 µM), inactives show at the top dose activity, negative = inhibition, most hits filed as inhibitors; 310,000 tested, 3.5% active; AID 2546;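 note: Gal4-VP16 expression switched on by copper sulfate through the metallothionein promoter; % is set by controls: 0 for no effect and ±100 for the full control effect; nearly all actives have a fitted effect of over 50% in size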
FLuc modulator: firefly luciferase modulation, counter-screen for miR-21 project; 360,000 tested, 6.9% active; P08659; Potency, µM (top dose mostly 57.5 µM), without a hit: top-dose activity change, negative = inhibition, usual class: inhibitors; AID 588342; purified FLuc, Km substrates, luminescence inhibition;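 note: plate controls were vehicle for no effect and reference inhibitor for full effect; nearly all actives have a fitted effect of over 55% in size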
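Biochemical qHTS of compounds, final roughly 60 µM downward over six points, against 10 nM purified firefly luciferase using Km concentrations of substrates (10 uM D-luciferin, 10 uM ATP) in Tris acetate pH 7.5 buffer; luminescence output.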
BRCA1 expr up: increases BRCA1 expression | Potency, µM (top dose mostly 46.1 µM), without a hit: at the top dose activation, hits mostly activators | 380,000 tested, 1.1% active | MCF7-BRCA1-FFLuc reporter, luminescence, 48 h; response scale: scaled: vehicle 0%, 10 µM genistein 100%; note: nearly all actives have a fitted effect of over 80% in size; some results filed as inactive show a strong effect at the top dose
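48 h compound treatment of MCF7-BRCA1-FFLuc cells (phenol-red free MEM, 37 °C), then 15 min with luciferase substrate and luminescence imaging.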
MBNL1 CUG block: inhibitors of human MBNL1 binding to CUG repeat RNA. Q9NR56. TR-FRET MBNL1-His/biotin-(CUG)12 binding, 665/545 ratio. Potency, µM (titrated, usually from 57.5 µM), for inactives: at the highest dose activity change, negative = inhibition, actives largely listed as inhibitors. 280,000 tested, 0.036% active. AID 2675; active = well fitted inhibition curve with a large enough effect in the signal ratio, with a control signal flat, not every such curve was filed as active; inconclusive = small, poorly fitted or top-dose-only effect, or effect the other way, or a change in a side signal; inactive = no such curve, though single readings can be large or run the other way; the % refers to the signal ratio; note: % is set by controls: 0 for no effect and ±100 for the full control effect
Target sequence (Q9NR56 whole entry, looked up): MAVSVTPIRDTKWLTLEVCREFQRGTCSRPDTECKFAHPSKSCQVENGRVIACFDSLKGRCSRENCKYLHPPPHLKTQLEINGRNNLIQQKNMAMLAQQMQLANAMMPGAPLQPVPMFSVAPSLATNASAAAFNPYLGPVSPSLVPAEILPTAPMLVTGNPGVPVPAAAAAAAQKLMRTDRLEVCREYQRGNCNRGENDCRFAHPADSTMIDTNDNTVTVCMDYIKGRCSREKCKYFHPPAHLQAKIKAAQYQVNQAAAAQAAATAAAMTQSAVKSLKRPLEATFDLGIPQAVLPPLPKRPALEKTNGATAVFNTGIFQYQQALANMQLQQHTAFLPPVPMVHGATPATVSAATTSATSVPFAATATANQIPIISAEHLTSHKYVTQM
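Inhibition of protein-RNA binding appears as loss of TR-FRET between terbium anti-His antibody on MBNL1-His and streptavidin-XL665 on biotin-(CUG)12. Activity is normalized to buffer-only and uninhibited-complex controls.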
NPC1 prom act: activators of NPC1 promoter; AID 485313; Potency, µM (top dose mostly 9.22 µM), without a hit: at the highest dose activation, actives largely listed as activators; 320,000 tested, 2.4% active; Huh7 NPC1 promoter luciferase reporter, 24 h;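 note: % of control where 0% means no effect; nearly all actives have a fitted effect of over 60% in size; reporter is driven by a mutant NPC1 promoter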
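Stable NPC1-promoter luciferase Huh7 line; cpd (DMSO) 24 h, 37 °C, 5% CO2; Amplite luciferase reagent 10 min RT; luminescence readout. qHTS format.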
RORg inh: blocks mouse ROR gamma transcriptional activity. 310,000 tested, 5.4% active. P51450. Potency, µM (titrated, usually from 53.6 µM), for the others: top-dose activity change, negative = inhibition, usual class: inhibitors. Drosophila S2 Gal4-RORgamma UAS-luciferase reporter, 20 h. AID 2551; note: % is set by controls: 0 for no effect and ±100 for the full control effect; nearly all actives have a fitted effect of over 60% in size
Target sequence (P51450 whole entry, looked up, the tested form may be a part): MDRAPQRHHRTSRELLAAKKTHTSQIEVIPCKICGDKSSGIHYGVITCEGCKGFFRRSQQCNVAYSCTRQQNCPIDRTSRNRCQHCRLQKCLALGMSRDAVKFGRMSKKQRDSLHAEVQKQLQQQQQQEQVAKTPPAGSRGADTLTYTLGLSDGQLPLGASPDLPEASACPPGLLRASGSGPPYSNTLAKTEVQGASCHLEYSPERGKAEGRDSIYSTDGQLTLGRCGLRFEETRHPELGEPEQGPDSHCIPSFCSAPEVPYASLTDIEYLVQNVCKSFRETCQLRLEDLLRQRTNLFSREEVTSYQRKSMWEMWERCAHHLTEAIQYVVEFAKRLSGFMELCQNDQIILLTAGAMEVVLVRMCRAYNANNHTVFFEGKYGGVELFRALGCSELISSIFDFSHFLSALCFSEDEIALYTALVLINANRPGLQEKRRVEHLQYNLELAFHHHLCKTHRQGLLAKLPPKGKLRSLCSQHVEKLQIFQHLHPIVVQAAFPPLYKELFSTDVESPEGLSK
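Stable Schneider cell line, Gal4 DNA-binding domain fused to ROR gamma, UAS-luciferase. Cmpd 1 hr RT → CuSO4 700 uM final → 20 hr RT → luciferase reagent 10 min → luminescence.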
p53 reactivation: mutant p53 re-activation in reporter cells; 320,000 tested, 0.063% active; H1299 p53-A138V BP100-luciferase reporter, luminescence, 24 h; Potency, µM (top dose mostly 92.2 µM), for inactives: top-dose activity change, positive = activation, usual class: activators; note: % of control where 0% means no effect; nearly all actives have a fitted effect of over 45% in size
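H1299 (p53-null), stable ts p53-A138V + BP100-Luc; 1000 cells/well, Opti-MEM/10% FBS; cpd 4 pt, 1:5; 24 h, 37 deg C, 5% CO2; detection reagent 10 min RT; luminescence.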
ELG1 genotoxic: genotoxicity induction in ELG1-luciferase HEK293T cells. HEK293T ELG1-luciferase reporter, luminescence, 16 h. Potency, µM (titrated, usually from 46 µM), for inactives: top-dose activity change, positive = activation, actives largely listed as activators. 330,000 tested, 1.3% active; note: % of control where 0% means no effect; nearly all actives have a fitted effect of over 60% in size
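Cells (2,000/well) expressing the ELG1-luciferase fusion are dosed by pin tool and kept 16 hr at 37 °C, 5% CO2. Signal comes from ONE-Glo luciferase reagent after 30 min at room temperature.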
The depositor's hits bear a star; & = joins results of further samples; [ ] = another dose, or the depositor's remark. Unless noted, calls come from the whole dose curve; as a rule, active = well fitted curve in the direction sought with a large enough effect; inconclusive = small, poorly fitted or top-dose-only effect, or another doubt; inactive = no such curve, though single readings can be large; an effect the other way counts as inactive or inconclusive. Potency is the fitted concentration of half-maximal effect.

For Cc1ccc(S(=O)(=O)N(C)/N=C/c2ccc(N(C)C)cc2)cc1 the results were uPA surface inh 4.8%, Rab9 prom act -0.2%, VP16 counter -0.2%, FLuc modulator -8.9%, BRCA1 expr up -2.6%, MBNL1 CUG block 16.1%, NPC1 prom act 1.1%, RORg inh 4.5%, p53 reactivation -3.4% and ELG1 genotoxic -2.3%.
Screening CC(NS(=O)(=O)c1cccc(Cl)c1)C(=O)Nc1ccc(-c2nc3ccccc3s2)cc1 (stereo not given) returned uPA surface inh -9.2%, Rab9 prom act 2.82µM*, VP16 counter -11.4%, FLuc modulator 16.9µM*, BRCA1 expr up 32.1%, MBNL1 CUG block 6.4%, NPC1 prom act inconclusive, RORg inh -0.4%, p53 reactivation 13.7% and ELG1 genotoxic inconclusive.
`CCC(C)NC(=O)CSc1nnc(-c2cc(OC)c(OC)c(OC)c2)c(-c2cc(OC)c(OC)c(OC)c2)n1` (stereo not given) gave uPA surface inh -2.6%, Rab9 prom act -2.2%, VP16 counter inconclusive, FLuc modulator -0.9%, BRCA1 expr up -16.2%, MBNL1 CUG block inconclusive, NPC1 prom act 3.0%, RORg inh 2.82µM*, p53 reactivation -8.7% and ELG1 genotoxic inconclusive.
Cc1cc([N+](=O)[O-])nn1CC(=O)NNC(=S)Nc1ccc([N+](=O)[O-])cc1 was read as Rab9 prom act -4.2%, VP16 counter -17.8%, FLuc modulator -14.6%, BRCA1 expr up 5.4%, MBNL1 CUG block inconclusive, NPC1 prom act -4.6%, RORg inh -41.8%, p53 reactivation -3.3% and ELG1 genotoxic -1.4%.
For O=C(Nc1nc(-c2ccc(F)c(F)c2)cs1)c1cnccn1 the results were uPA surface inh 5.0%, Rab9 prom act -1.4%, VP16 counter 11.5%, FLuc modulator -4.0%, BRCA1 expr up 0.0%, MBNL1 CUG block 5.8%, NPC1 prom act 10.7%, RORg inh -19.7%, p53 reactivation 6.2% and ELG1 genotoxic -1.3%.
Screening Cc1cc(C=O)c(C)n1-c1ccc(N2CCCC2)c([N+](=O)[O-])c1 returned uPA surface inh -3.0%, Rab9 prom act -2.0%, VP16 counter -0.4%, FLuc modulator -0.2%, BRCA1 expr up -14.9%, MBNL1 CUG block 5.3%, NPC1 prom act -5.0%, RORg inh 13.3%, p53 reactivation inconclusive and ELG1 genotoxic -8.5%.
CCn1c(C)c(C)c2cc(C(=O)NCCN3CCOCC3)ccc21 was read as uPA surface inh -14.4%, Rab9 prom act -3.8%, VP16 counter -15.2%, FLuc modulator -4.8%, BRCA1 expr up 0.0%, MBNL1 CUG block -6.0%, NPC1 prom act 6.3%, RORg inh 11.5%, p53 reactivation -13.2% and ELG1 genotoxic 1.8%.
Cc1sc2ncn(CC(=O)N3CCN(c4ccccc4F)CC3)c(=O)c2c1S(=O)(=O)N1CCOCC1 was read as uPA surface inh 3.9%, Rab9 prom act -0.2%, VP16 counter -6.3%, FLuc modulator 3.8%, BRCA1 expr up -39.9%, MBNL1 CUG block -8.1%, NPC1 prom act -5.3%, RORg inh 13.3%, p53 reactivation 3.7% and ELG1 genotoxic 13.6%.
C=CCn1c(SCc2ccccc2)nc(O)cc1=O was read as uPA surface inh 7.0%, Rab9 prom act -2.6%, VP16 counter -6.7%, FLuc modulator -1.4%, BRCA1 expr up -10.0%, MBNL1 CUG block -1.1%, NPC1 prom act 0.5%, RORg inh 0.6%, p53 reactivation -15.6% and ELG1 genotoxic -2.0%.
Screening O=C(C(=C1NCCN1)n1cncn1)c1ccccc1 returned uPA surface inh 1.4%, Rab9 prom act 2.0%, VP16 counter -9.5%, FLuc modulator 4.6%, BRCA1 expr up 3.7%, MBNL1 CUG block -14.5%, NPC1 prom act -0.4%, RORg inh -0.9%, p53 reactivation -0.6% and ELG1 genotoxic 1.3%.
`COc1ccc2ccccc2c1/C=N/N1C(=O)CSC1=S` gave uPA surface inh 5.8%, Rab9 prom act -0.8%, VP16 counter inconclusive, FLuc modulator -10.2%, BRCA1 expr up -15.2%, MBNL1 CUG block 12.1%, NPC1 prom act 0.2%, RORg inh 7.94µM*, p53 reactivation -1.8% and ELG1 genotoxic 0.0%.
For COCCN1C=C(C(=O)OC)C(c2cc(Br)c(OC)c(OC)c2)C(C(=O)OC)=C1 the results were uPA surface inh -12.0%, Rab9 prom act 7.1%, VP16 counter -2.8%, FLuc modulator -1.7%, BRCA1 expr up -58.9%, MBNL1 CUG block 15.6%, NPC1 prom act 0.9%, RORg inh -14.8%, p53 reactivation -1.4% and ELG1 genotoxic 16.3%.
CC(C)OCCCN(C)C1CCN(S(=O)(=O)c2csc(C(N)=O)c2)CC1 was read as uPA surface inh 4.8%, Rab9 prom act 1.0%, VP16 counter 2.0%, FLuc modulator 5.2%&0.1%, BRCA1 expr up -1.4%&8.8%, MBNL1 CUG block -1.1%, NPC1 prom act 2.7%, RORg inh -12.4%, p53 reactivation -3.4% and ELG1 genotoxic -0.4%.
Screening O=C(CNC(=O)Cn1cnc2sc3c(c2c1=O)CCCC3)NCc1ccccn1 returned uPA surface inh 2.1%, Rab9 prom act -0.3%, VP16 counter -0.5%, FLuc modulator -1.5%, BRCA1 expr up 2.4%, MBNL1 CUG block -3.0%, NPC1 prom act -0.6%, RORg inh 3.2%, p53 reactivation -11.2% and ELG1 genotoxic -5.1%.
O=C(NC(=S)Nc1ccc(Cc2ccncc2)cc1)c1ccccc1 was read as uPA surface inh 1.2%, Rab9 prom act 11.0%, VP16 counter inconclusive, FLuc modulator inconclusive, BRCA1 expr up 10.1%, MBNL1 CUG block -0.5%, NPC1 prom act 12.5%, RORg inh inconclusive, p53 reactivation inconclusive and ELG1 genotoxic 8.1%.
CCOc1ncccc1C(=O)Nc1ccc2c(c1)OCCCO2 was read as uPA surface inh -24.8%, Rab9 prom act 3.2%, FLuc modulator inconclusive, BRCA1 expr up -9.1%, NPC1 prom act 17.7%, p53 reactivation 13.1% and ELG1 genotoxic 7.2%.
`O=C(CCC(=O)NC1CCCCC1)Nc1cccnc1` gave uPA surface inh 5.9%, Rab9 prom act 3.2%, VP16 counter 4.9%, FLuc modulator -0.4%, BRCA1 expr up -7.0%, MBNL1 CUG block -7.9%, NPC1 prom act -3.7%, RORg inh 19.4%, p53 reactivation 9.9% and ELG1 genotoxic 0.7%.
Screening CCNNC(=O)C(O)(Cc1ccccc1)Cc1ccccc1 returned uPA surface inh 4.0%, Rab9 prom act -0.6%, VP16 counter -3.0%, FLuc modulator 0.5%, BRCA1 expr up 22.1%, MBNL1 CUG block -5.8%, NPC1 prom act 1.0%, RORg inh 25.5%, p53 reactivation -0.6% and ELG1 genotoxic -2.3%.
CCN1C(=NCCCOC(C)C)N[C@@H](CCc2ccccc2)[C@H](C(=O)NCCCOC(C)C)[C@H]1C was read as uPA surface inh inconclusive, Rab9 prom act -7.4%, VP16 counter -6.5%, FLuc modulator 0.6%, BRCA1 expr up -38.2%, MBNL1 CUG block 3.3%, NPC1 prom act -1.5%, RORg inh inconclusive, p53 reactivation -0.5% and ELG1 genotoxic -2.6%.
For CCN1C(=O)[C@@H]2[C@@H](c3ccc(-c4ccc5c(c4)OCO5)c(OC)c3)N3CCC[C@@]3(C(=O)OC)[C@@H]2C1=O the results were uPA surface inh -6.3%, Rab9 prom act -5.0%, FLuc modulator 1.9%, BRCA1 expr up -2.2%, NPC1 prom act -3.2%, p53 reactivation -8.0% and ELG1 genotoxic -0.6%.
CCOC(=O)CS(=O)(=O)c1nc(-c2ccccc2)cc(C(F)(F)F)n1 was read as uPA surface inh -10.1%, Rab9 prom act -34.9%[inhibitor], VP16 counter 5.01µM*, FLuc modulator -7.2%, BRCA1 expr up -107.8%[inhibitor], MBNL1 CUG block -2.6%, NPC1 prom act -24.8%, RORg inh 2.82µM*, p53 reactivation -15.1% and ELG1 genotoxic -19.5%.
Screening CC(C)n1c(SCC(N)=O)nc2c1c(=O)n(C)c(=O)n2C returned uPA surface inh 3.0%, Rab9 prom act 4.6%, VP16 counter -6.7%, FLuc modulator 2.1%, BRCA1 expr up 20.6%, MBNL1 CUG block 2.4%, NPC1 prom act 2.2%, RORg inh 5.1%, p53 reactivation -4.4% and ELG1 genotoxic -0.5%.
`COC(=O)CSc1nc2c(c(=O)n(C)c(=O)n2C)n1CCC(C)C` gave uPA surface inh 7.8%, Rab9 prom act -2.5%, VP16 counter 4.7%, FLuc modulator 0.3%, BRCA1 expr up 12.7%, MBNL1 CUG block -0.5%, NPC1 prom act -1.7%, RORg inh 7.8%, p53 reactivation inconclusive and ELG1 genotoxic 0.1%.
For COc1ccc(NCC(=O)N/N=C/C2CCCCC2)cc1 the results were uPA surface inh -1.3%, Rab9 prom act 9.2%, VP16 counter -9.1%, FLuc modulator 1.8%, BRCA1 expr up 0.0%, NPC1 prom act 2.3%, RORg inh -10.5%, p53 reactivation 7.8% and ELG1 genotoxic -2.1%.
COCCC1CCCCN1C(=O)c1ccc(OC2CCN(C(C)=O)CC2)c(OC)c1 (stereo not given) was read as uPA surface inh 5.0%, Rab9 prom act 1.8%, VP16 counter -7.5%, FLuc modulator -1.8%, BRCA1 expr up -1.1%, MBNL1 CUG block -4.9%, NPC1 prom act -3.7%, RORg inh 3.4%, p53 reactivation 4.8% and ELG1 genotoxic 2.7%.
